Assay outcomes (PubChem BioAssay)
SV40 large T antigen – TAg ATPase/helicase activity blockers – biochemical (AID 1903) | SV40 large T antigen ATPase/helicase inhibition assay; higher % means a stronger effect | one-dose inhibition, % at 20 µM; IC50 in µM for titrated hits | actives 0.39% (n = 310,000); in the data active means a potency from the dose series; inconclusive means inhibition mostly from about 32% at the one dose, without a potency; inactive means the rest, 99 in 100 with inhibition below about 32%; further: strong numbers were not always called active
MgcRacGAP inhibition – MgcRacGAP GTPase-activating activity inhibitors, confirmation, biochemical, ADP Hunter fluorescence; MgcRacGAP-stimulated Rac1 GTP hydrolysis, ADP Hunter fluorescence; higher % means a stronger effect; GST-tagged Rac1 F28L mutant substrate; inhibition, % at 30 µM, or IC50 in µM where a hit was titrated; actives 0.6% (n = 340,000); AID 624330;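 active means first-screen hits whose inhibition reached a set limit at any dose in the follow-up dose series; inconclusive means inhibition above the set first-screen limit but never retested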;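 further: fluorescence reports GDP produced by GAP-driven GTP hydrolysis; strong numbers were not always called active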
TNAP activation fold – stimulation of alkaline phosphatase TNAP activity – biochemical, luminescent, no phosphate acceptor, uHTS, primary screen (AID 1001); actives 0.03% (n = 200,000); activation fold at 20 µM, or EC50 in µM where a hit was titrated; purified TNAP, luminescent activation assay, no phosphate acceptor; higher activation fold means a stronger effect; in the data active means activation fold from about 3, or a potency from the dose series; inactive means the rest, 99 in 100 with activation fold below about 1.6; further: many of its hits are not listed in these tables
RSV antiviral HEp-2 – inhibition of RSV-induced cytopathic effect – HEp-2 cells, primary 10 µM value included (AID 2391); actives 0.13% (n = 310,000); one-dose CPE inhibition, % at 10 µM; IC50 in µM for titrated hits; HEp-2 cells, RSV-induced CPE inhibition; higher % means a stronger effect; in the data active means a potency from the dose series; inconclusive means CPE inhibition mostly from about 23% at the one dose, without a potency; inactive means the rest, 99 in 100 with CPE inhibition below about 21%; further: strong numbers were not always called active
K1F lysis inhibition – inhibition of K1F phage lysis, E. coli UTI89, bacterial capsule biogenesis inhibitors, alamar blue (AID 488966); E. coli UTI89 K1F phage lysis, alamar blue, 2 h; higher % means a stronger effect; inhibition, % at 100 µM; hits with a dose series show IC50 in µM; actives 0.02% (n = 340,000);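 active means phage lysis inhibition, versus mean bacterial control, above a set limit; inconclusive means no clear call, values can overlap the other calls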;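 further: capsule biogenesis inhibitors block K1F phage lysis so surviving cells raise fluorescence; higher fluorescence means more inhibition of phage lysis; actives were called in the ten point dose series up to 300 µM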
NTR1 agonist – NTR1-driven beta-arrestin-GFP spot formation – imaging, U2OS cells, high content, primary screen (AID 493036). P30989. agonist mode. activation, % at 20 µM. actives 0.17% (n = 330,000);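 active means activation at or above 40% of the spot to cytoplasm intensity ratio, with at least 20 cells analyzed; inconclusive means wells under 20 cells, flagged as cytotoxic or low count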;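 further: 0% = DMSO without peptide and 100% = 100 nM NTR1 peptide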
Target sequence (P30989 whole entry, looked up): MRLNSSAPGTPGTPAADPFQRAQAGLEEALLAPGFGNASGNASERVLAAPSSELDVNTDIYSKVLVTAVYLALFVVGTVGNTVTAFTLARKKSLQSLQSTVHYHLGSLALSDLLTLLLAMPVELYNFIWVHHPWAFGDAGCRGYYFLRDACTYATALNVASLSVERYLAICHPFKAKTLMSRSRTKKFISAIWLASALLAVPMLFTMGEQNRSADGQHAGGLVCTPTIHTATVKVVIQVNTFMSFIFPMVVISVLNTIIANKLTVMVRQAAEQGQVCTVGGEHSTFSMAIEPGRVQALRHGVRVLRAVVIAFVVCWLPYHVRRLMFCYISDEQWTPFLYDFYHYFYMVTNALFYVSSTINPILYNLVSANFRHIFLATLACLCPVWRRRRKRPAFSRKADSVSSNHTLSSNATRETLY
T cell modulator – T cell immune modulators affecting CD8 T cell-vesicle binding | 2C CD8+ T cell-vesicle binding, flow cytometry; active compounds read low | calls only at 7 µM | actives 0.068% (n = 330,000);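 active means response, share of CD8 T cells binding vesicles, and their 90th percentile fluorescence all below set limits, cut at about 80% in these data, passing the limit was not always enough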
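Assay system: 2C TCR transgenic mouse naive CD8+ T cells, MACS-purified | Read-out: CD8+ gate FL2 mean fluorescence as % of same-row positive control | Signal: High-throughput flow cytometry with anti-B7-1 and anti-CD8 staining | Timing: Binding step 1.5 h, 37 °C, antibody labelling 20 min, ice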
Myeloid diff MLP – myeloid differentiation induction; ER-HoxA9 myeloid progenitors, lysozyme-GFP differentiation, flow cytometry; calls only at 10 µM; actives 1% (n = 360,000);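 active means normalized GFP-positive differentiation at or above the plate's own cutoff, the solvent-only control mean plus 3 SD; inconclusive means no clear call, values can overlap the other calls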;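 further: cells exposed to compound for four days before flow analysis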
Salmonella PhoP GFP – PhoP-dependent GFP reporter repression – Salmonella Typhimurium, primary screen (AID 1863) | actives 0.16% (n = 300,000) | S. Typhimurium PhoP-regulated promoter GFP reporter, 4 h; higher % means a stronger effect | inhibition, % at 50 µM; hits with a dose series show IC50 in µM;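 active means inhibition over 29.93%, a cutoff 3 SD above the screen mean, later confirmed by dose response; inconclusive means inhibition over 29.93% but no dose response follow-up; inactive means inhibition at most 29.93% or unconfirmed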;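 further: 0% = low Mg2+ inducing control and 100% = high Mg2+ repressing control; strong numbers were not always called active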
T cell modulator vesicle-bound % – further read-out of T cell modulator, marked with its call; double positive events, %; measured here: CD8+ vesicle-bound cell fraction;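 binding gate set so that unloaded-vesicle control wells show 10% double positive cells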
NTR1 agonist cell count 20 µM – recorded beside NTR1 agonist, whose call it bears; cell count; measured here: cell count, cytotoxicity flag
Myeloid diff MLP GFP+ MAC1+ % – further read-out of Myeloid diff MLP, marked with its call; GFP+ MAC1+ double positive, %; measured here: differentiation confirmed by MAC1 staining
* = called active by the depositor; i = inactive; u = inconclusive; x = no result given; [ ] = remark or other dose.

SMILES	SV40 large T antigen	MgcRacGAP inhibition	TNAP activation fold	RSV antiviral HEp-2	K1F lysis inhibition	NTR1 agonist	NTR1 agonist cell count 20 µM	T cell modulator	T cell modulator vesicle-bound %	Myeloid diff MLP	Myeloid diff MLP GFP+ MAC1+ %	Salmonella PhoP GFP
Cc1ccc(N(CC(=O)NCc2ccco2)C(=O)CNS(=O)(=O)c2ccccc2)c(C)c1	4%	3%	x	2.5%	-0.2%	0.1	45	i	36	i	0.2	-7%
CCOc1ccc(C(=O)NCc2ccco2)cc1Cl	6%	8%	x	3.1%	-0.2%	0.8	63	i	63	i	0.5	7%
COc1cccc(SCc2noc(C(=O)NCC3CC3)c2C(=O)NCC2CC2)c1	10%	7%	x	0.1%	1.6%	2.6	103	i	26	i	1.8	4%
CCCc1nc2c(s1)CCc1onc(-c3cccc([N+](=O)[O-])c3)c1-2	3%	6%	x	2.8%	1.0%	6.2	89	x	x	i	1.3	x
COc1ccccc1CNC(=O)CCNC(=O)C1CCN(S(=O)(=O)c2ccccc2)CC1	8%	14%	x	0.2%	0.3%	1.1	54	i	1	i	9.0	-3%
CC1(C)Cc2[nH]c3ccccc3c2C(C)(C)N1	4%	2%	x	0.1%	1.0%[50 µM]	1.0	51	i	15	i	0.6	6%
O=C(O)C(O)Cc1c[nH]c2ccccc12 (stereo not given)	3%	5%	1	x	5.2%	0.3	92	i	23	i	1.4	4%
O=C(c1ccco1)N1CCN(c2cc(C(F)(F)F)nc3ncnn23)CC1	-5%	8%	1	-0.4%	3.2%	0.0	57	i	61	i	4.8	-11%
Cc1ccc(C)c(S(=O)(=O)NC(C)C(=O)Nc2ccc(-c3nc4ccccc4s3)cc2)c1 (stereo not given)	5%	3%	1.1	0.8%	1.3%	2.6	81	i	38	i	0.3	-3%
CC1C[N+](=C2C=C(N3CCOCC3)CC(C)(C)C2)CC(C)O1 (stereo not given)	13%	6%	x	-2.4%	0.2%	2.7	50	i	36	i	0.4	x
Cc1nc(NC(=O)c2ccncc2)sc1C(=O)N(C)C	16%	5%	x	0.2%	0.0%	0.3	68	i	65	i	0.6	-3%
c1cc(CNc2ccc3c(c2)OCCO3)ccn1	31%	108µM*	1.1	1.3%	11%	0.0	51	i	56	i	1.2	3%
C=CCNC(=O)c1cc(-c2ccccc2O)on1	8%	-8%	1.1	1.8%	-2.7%	1.1	99	i	17	i	6.6	12%
Cc1cccc(N(CC(N)=O)S(C)(=O)=O)c1C	2%	7%	0.9	0.2%	0.2%	1.1	102	i	34	i	1.9	-1%
Cc1ccc(NC(=O)Nc2cccnc2)cc1Cl	-1%	7%	x	18%	0.2%[50 µM]	x	x	i	29	i	0.3	12%
Cc1ccc(C(=O)NCC(=O)OCC(=O)Nc2ccc(Cl)cn2)cc1	x	6%	x	0.3%	1.0%[50 µM]	-2.1	53	i	19	i	0.9	x
CCOc1nc(NCCc2ccc(OC)c(OC)c2)nc(N2CCN(c3ccc(OC)cc3)CC2)n1	12%	0%	1.1	5.5%	2.9%	15	56	i	37	i	0.7	-9%
COCCCNC1CS(=O)(=O)CC1O (stereo not given)	9%	12%	x	5.5%	0.3%	0.8	61	i	28	i	0.8	-1%
Cc1ccc(-n2c(Cc3ccccc3)n[nH]c2=S)cc1	-28%	1%	1	0.8%	0.7%	4.3	75	i	54	i	0.8	0%
CCn1cc(C(=O)N2CCN(c3ccccc3F)CC2)c(=O)c2ccc(C)nc21	15%	12%	1.1	2.8%	-2.2%	0.0	61	i	28	i	2.5	-2%
Cc1cc(C)c(NC(=O)c2c[nH]c(=S)n2-c2ccc(F)cc2)c(C)c1	23%	8%	1.7	0.8%	-0.4%	0.6	55	i	36	i	0.4	-8%
CCOC(=O)c1ccc(Nc2c(OCC)c(=O)c2=O)cc1	17%	0%	x	3.5%	-2.1%	-0.3	33	i	37	i	0.9	1%
O=C(CSc1ncccn1)NNC(=O)c1ccccc1	18%	5%	x	1.4%	-0.6%[50 µM]	0.0	51	i	29	i	0.9	-1%
O=C(Oc1ccc(C(=S)N2CCOCC2)cc1)c1ccccc1F	16%	-3%	x	2.0%	0.2%	0.7	50	i	31	i	0.7	7%
Cc1ccc(-c2nn3c(C)nnc3s2)cc1NC(=O)c1ccco1	8%	-1%	1.1	-0.4%	3.0%	12	61	i	51	i	1.9	-6%
CSc1ccc(/C=C/C(=O)OCC(=O)N2CCCCCC2)cc1	x	-2%	x	x	4.7%	0.8	35	i	22	i	0.8	x
COc1ccc(CNS(=O)(=O)c2ccc(-n3cnnn3)c(C)c2)cc1	3%	0%	x	0.8%	0.4%	0.4	53	i	21	i	1.0	0%
Nc1cccc2c1C(=O)N(C(=O)c1ccc(S(=O)(=O)N3CCCCCC3)cc1)C2=O	9%	17%	1.1	4.0%	-1.0%	-1.7	67	i	40	i	0.8	-7%
Cc1ccc(NC(=S)NC(=O)C2CCCC2)cc1C	5%	9%	x	4.7%	0.0%	1.4	56	i	72	i	2.7	7%
CCOC(=O)c1c(C)[nH]c(C(=O)COC(=O)C2=NNC(=O)CC2)c1C	-3%	4%	1.1	0.6%	-0.4%	1.5	42	i	39	i	0.6	-3%
Cc1oc2c(O)c(O)ccc2c(=O)c1-c1ccccc1	x	u	x	3.5%	3.5%	-1.5	51	i	49	i	2.6	18%
Cc1ccc(-n2c(=O)cc(N3CCN(Cc4ccccc4)CC3)[nH]c2=O)cc1	17%	6%	1	2.0%	-0.9%	0.9	77	i	40	i	3.0	14%
O=C(Nc1cccc(S(=O)(=O)c2cccc(NC(=O)C3CC3)c2)c1)C1CC1	1%	5%	1.1	-0.2%	1.9%	2.0	34	i	40	i	4.1	1%
COC(=O)c1cc(C(=O)OCC(=O)N2CCCCC2)cc([N+](=O)[O-])c1	x	-1%	x	x	-1.3%	-0.8	51	i	36	i	1.0	x
Cc1ccc(Cl)c(NC(=O)COC(=O)c2ccccc2C(=O)c2ccc(Cl)c([N+](=O)[O-])c2)c1Cl	3%	5%	1.1	-2.5%	0.6%[50 µM]	x	x	i	24	u	x	5%
O=C(c1ccc(Cl)cc1)c1cnc(Nc2ccccc2)s1	2%	8%	0.9	1.6%	0.9%	0.7	54	i	38	i	0.8	-3%
CCOc1ccccc1-c1nc(-c2cc3ccc(C)cc3[nH]c2=O)no1	9%	4%	1	0.7%	0.6%	9.0	90	i	34	i	1.0	3%
Fc1ccc(CSc2ccc3nnc(-c4cccs4)n3n2)cc1	2%	0%	0.9	0.2%	1.4%	-0.8	76	i	55	i	0.2	-5%
Cc1ccc(C(=O)NCC(=O)OCC(=O)Nc2ccc3[nH]c(=O)[nH]c3c2)cc1	9%	15%	x	0.8%	0.3%[50 µM]	1.0	62	i	26	i	0.7	5%
S=c1nc(NCc2ccc3c(c2)OCO3)c2ccccc2[nH]1	-1%	5%	x	0.0%	1.5%[50 µM]	1.2	93	i	24	i	0.6	-11%
CN(CC(=O)NCc1ccccc1Cl)S(=O)(=O)c1ccc2c(c1)n(C)c(=O)c(=O)n2C	5%	9%	x	2.2%	0.5%	-1.1	43	i	8	i	1.1	-4%
O=C(NC1CC1)C1=C[C@@H](c2ccc3c(c2)OCO3)C[C@@H](OCc2ccc(CO)cc2)O1	-1%	3%	1.1	1.3%	1.0%	-4.0	74	i	38	i	1.0	-9%
O=C(Nc1nc(-c2cc(Cl)sc2Cl)cs1)c1ccccc1	32%	7%	1	-4.1%	0.1%	5.9	79	i	28	i	0.4	-5%
Cc1ccc(Sc2ccc(NC(=O)CCl)cc2)c(C)c1	4%	x	1.1	3.6%	x	11	79	i	50	x	x	5%
CCc1ccc(Nc2n[n+](-c3ccccc3)c(-c3c(Cl)cccc3Cl)s2)cc1	17%	7%	x	-3.9%	7.0%	14	103	i	4	u	x	10%
COc1cccc(C(=O)NCC(c2cccs2)N2CCc3ccccc32)c1 (stereo not given)	11%	0%	x	u	-0.7%[50 µM]	3.0	64	i	28	i	0.4	-1%

For reference, some entries already given:
SMILES	SV40 large T antigen	MgcRacGAP inhibition	TNAP activation fold	RSV antiviral HEp-2	K1F lysis inhibition	NTR1 agonist	NTR1 agonist cell count 20 µM	T cell modulator	T cell modulator vesicle-bound %	Myeloid diff MLP	Myeloid diff MLP GFP+ MAC1+ %	Salmonella PhoP GFP
Cc1ccc(Cl)c(NC(=O)COC(=O)c2ccccc2C(=O)c2ccc(Cl)c([N+](=O)[O-])c2)c1Cl	3%	5%	1.1	-2.5%	0.6%[50 µM]	x	x	i	24	u	x	5%
O=C(c1ccc(Cl)cc1)c1cnc(Nc2ccccc2)s1	2%	8%	0.9	1.6%	0.9%	0.7	54	i	38	i	0.8	-3%
CCOc1ccccc1-c1nc(-c2cc3ccc(C)cc3[nH]c2=O)no1	9%	4%	1	0.7%	0.6%	9.0	90	i	34	i	1.0	3%
Fc1ccc(CSc2ccc3nnc(-c4cccs4)n3n2)cc1	2%	0%	0.9	0.2%	1.4%	-0.8	76	i	55	i	0.2	-5%
Cc1ccc(C(=O)NCC(=O)OCC(=O)Nc2ccc3[nH]c(=O)[nH]c3c2)cc1	9%	15%	x	0.8%	0.3%[50 µM]	1.0	62	i	26	i	0.7	5%
S=c1nc(NCc2ccc3c(c2)OCO3)c2ccccc2[nH]1	-1%	5%	x	0.0%	1.5%[50 µM]	1.2	93	i	24	i	0.6	-11%
CN(CC(=O)NCc1ccccc1Cl)S(=O)(=O)c1ccc2c(c1)n(C)c(=O)c(=O)n2C	5%	9%	x	2.2%	0.5%	-1.1	43	i	8	i	1.1	-4%
O=C(NC1CC1)C1=C[C@@H](c2ccc3c(c2)OCO3)C[C@@H](OCc2ccc(CO)cc2)O1	-1%	3%	1.1	1.3%	1.0%	-4.0	74	i	38	i	1.0	-9%
O=C(Nc1nc(-c2cc(Cl)sc2Cl)cs1)c1ccccc1	32%	7%	1	-4.1%	0.1%	5.9	79	i	28	i	0.4	-5%

Not a hit list; 2.3% or so of the library scored in one or more.
